Screens deposited in PubChem by The Scripps Research Institute Molecular Screening Center.
LEDGF integ inh: blockers of LEDGF/p75-dependent integrase strand transfer – biochemical, TR-FRET, high throughput, primary screen | AID 743269, 2014 | inhibition, % at 3.7 µM | 370,000 compounds, 0.64% hits | TR-FRET IN-LEDGF/p75 DNA integration, Eu/Cy5;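 active = inhibition above the screen-wide mean plus 3 SD, cut at about 13% in these data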;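 note: signal is the Cy5 over europium emission ratio at 671 and 618 nm; 0% = plate median of compound wells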
Tn7 DDE FP: inhibitors of Tn7 peptide binding to fibrin DD(E), primary screen, biochemical, fluorescence polarization, human fibrin, Tn7 probe. Fibrinogen beta chain (Homo sapiens), P02675. FP displacement of FITC-Tn7 peptide from fibrin DD(E); 0% = median of compound wells per plate. inhibition, % at 8.3 µM. 370,000 compounds, 0.13% hits. AID 720508, 2013;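 active = inhibition above the mean of compounds falling within the control limits plus 3 SD of them, cut at about 14% in these data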;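 note: 0% = plate median of compound wells and 100% = 10 µM Aha-Tn7 peptide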
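Measure: % inhibition scaled between sample-field median and high-control FP; Test system: human fibrin DD(E); Quantity: 2 µM final DD(E) protein; Doses: one dose, 8.3 µM nominal; Schedule: compound with protein 10 min, then 3 h after probe, room temperature; Detection: fluorescence polarization; Medium: Tris buffer with calcium and detergent, pH 7.8.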
ADAM10 inh: human ADAM10 inhibitors, primary screen, biochemical, QFRET, HTS; Disintegrin and metalloproteinase domain-containing protein 10 (Homo sapiens), O14672; recombinant ADAM10, EDANS/DABCYL FRET peptide cleavage, 3 h; inhibition, % at 7 µM; 370,000 compounds, 0.62% hits; AID 720582, 2013;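 active = inhibition above a per-campaign cutoff equal to the mean of compounds falling between control-based bounds plus 3 SD, cut at about 20% in these data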;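 note: 0% = DMSO wells while the 100% control is not disclosed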
KLK7 zymogen act: proKLK7 zymogen activators, primary screen, biochemical, fluorescence intensity; purified proKLK7, EDANS-DABCYL substrate fluorescence; 100% is mature enzyme control, 0% vehicle; activation, % at 7 µM; 370,000 compounds, 0.9% hits; Kallikrein-7 (Homo sapiens), P49862;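 active = activation above the mean of all tested compounds plus 3 SD, computed per campaign excluding outliers beyond control limits, cut at about 13% in these data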
ARFGAP1 inh: inhibitors of rat ARFGAP1 GAP activity, primary screen, biochemical, fluorescence polarization, GDP tracer. ADP-ribosylation factor GTPase-activating protein 1 (Rattus norvegicus), Q62848. Arfgap1-stimulated ARF1 GTP hydrolysis, GDP FP detection. inhibition, % at 16.5 µM. 360,000 compounds, 0.26% hits. AID 651572, 2012;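 active = inhibition above a per-plate limit, mean inhibition of low control wells plus 3 SD, cut at about 25% in these data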;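 note: 0% = DMSO wells with enzyme and 100% = wells lacking Arfgap1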
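Assay system: Rat Arfgap1 GAP domain (His6, aa 1-136), purified enzyme | Buffer or medium: HEPES 25 mM pH 7.5, NaCl 150 mM, MgCl2, DTT | Schedule: GTP hydrolysis reaction 2 h at 25 °C | Signal: FP of antibody-bound GDP Alexa 633 tracer, ex 620/em 688 nm | Measure: Percent inhibition of Arfgap1-stimulated GTP hydrolysis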
DDE Tn6 FP inh: inhibitors of Tn6 peptide binding to fibrin DD(E), primary screen, biochemical, fluorescence polarization, human fibrin, Tn6 probe; Fibrin DD(E) TRITC-Tn6 fluorescence polarization displacement; Fibrinogen beta chain (Homo sapiens), P02675; 370,000 compounds, 0.21% hits; inhibition, % at 8.3 µM;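 active = inhibition above a per-campaign cutoff: mean of compounds within control limits plus 3 SD, cut at about 15% in these data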;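 note: 0% = median of all compound wells on the plate and 100% = blocking peptide control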
ASAP1 GAP inh: inhibitors of human ASAP1 ArfGAP activity, primary screen, biochemical, fluorescence polarization; Arf-GAP with SH3 domain, ANK repeat and PH domain-containing protein 1 (Homo sapiens), …; ASAP1-stimulated ARF1 GTP hydrolysis, GDP FP detection; inhibition, % at 16.5 µM; 360,000 compounds, 0.19% hits; AID 624377, 2012; in the data active = inhibition above about 25%;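 note: 0% = vehicle with enzyme and substrate and 100% = no enzyme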
ADAM17 inh: ADAM17 inhibitors, primary screen, biochemical, QFRET; recombinant ADAM17, EDANS/DABCYL FRET peptide cleavage; AID 720648, 2013; inhibition, % at 6.95 µM; 370,000 compounds, 0.83% hits;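 active = inhibition above the mean of compounds lying between control limits plus 3 SD, set per campaign, cut at about 8.5% in these data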;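 note: 0% = DMSO-only wells as the low control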
TDP2 inh: human TDP2 enzyme inhibitors, primary screen, biochemical, epi absorbance, recombinant enzyme | Tyrosyl-DNA phosphodiesterase 2 (Homo sapiens), O95551 | AID 720702, 2013 | inhibition, % at 12.8 µM | T5PNP hydrolysis, p-nitrophenol absorbance 415 nm | 370,000 compounds, 0.34% hits;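 active = inhibition above the mean of all tested compounds plus 3 SD, set per campaign, cut at about 25% in these data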;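 note: 0% = DMSO with enzyme and 100% = buffer with substrate but no TDP2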
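Assay system: Recombinant human TDP2 | Quantity: 120 nM TDP2 per well | Incubation: 2 h at 37 °C | Signal: Epi absorbance | Evaluation: Percent inhibition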
PLCg1 inh: PLC-gamma1 enzyme inhibitors, primary screen, biochemical, fluorescence, purified enzyme; fluorogenic substrate; inhibition, % at 12.2 µM; 1-phosphatidylinositol 4,5-bisphosphate phosphodiesterase gamma-1 (Homo sapiens), P19174; AID 720700, 2013; 370,000 compounds, 0.84% hits; in the data active = inhibition above about 9.5%
Target sequence (P19174 whole entry, looked up): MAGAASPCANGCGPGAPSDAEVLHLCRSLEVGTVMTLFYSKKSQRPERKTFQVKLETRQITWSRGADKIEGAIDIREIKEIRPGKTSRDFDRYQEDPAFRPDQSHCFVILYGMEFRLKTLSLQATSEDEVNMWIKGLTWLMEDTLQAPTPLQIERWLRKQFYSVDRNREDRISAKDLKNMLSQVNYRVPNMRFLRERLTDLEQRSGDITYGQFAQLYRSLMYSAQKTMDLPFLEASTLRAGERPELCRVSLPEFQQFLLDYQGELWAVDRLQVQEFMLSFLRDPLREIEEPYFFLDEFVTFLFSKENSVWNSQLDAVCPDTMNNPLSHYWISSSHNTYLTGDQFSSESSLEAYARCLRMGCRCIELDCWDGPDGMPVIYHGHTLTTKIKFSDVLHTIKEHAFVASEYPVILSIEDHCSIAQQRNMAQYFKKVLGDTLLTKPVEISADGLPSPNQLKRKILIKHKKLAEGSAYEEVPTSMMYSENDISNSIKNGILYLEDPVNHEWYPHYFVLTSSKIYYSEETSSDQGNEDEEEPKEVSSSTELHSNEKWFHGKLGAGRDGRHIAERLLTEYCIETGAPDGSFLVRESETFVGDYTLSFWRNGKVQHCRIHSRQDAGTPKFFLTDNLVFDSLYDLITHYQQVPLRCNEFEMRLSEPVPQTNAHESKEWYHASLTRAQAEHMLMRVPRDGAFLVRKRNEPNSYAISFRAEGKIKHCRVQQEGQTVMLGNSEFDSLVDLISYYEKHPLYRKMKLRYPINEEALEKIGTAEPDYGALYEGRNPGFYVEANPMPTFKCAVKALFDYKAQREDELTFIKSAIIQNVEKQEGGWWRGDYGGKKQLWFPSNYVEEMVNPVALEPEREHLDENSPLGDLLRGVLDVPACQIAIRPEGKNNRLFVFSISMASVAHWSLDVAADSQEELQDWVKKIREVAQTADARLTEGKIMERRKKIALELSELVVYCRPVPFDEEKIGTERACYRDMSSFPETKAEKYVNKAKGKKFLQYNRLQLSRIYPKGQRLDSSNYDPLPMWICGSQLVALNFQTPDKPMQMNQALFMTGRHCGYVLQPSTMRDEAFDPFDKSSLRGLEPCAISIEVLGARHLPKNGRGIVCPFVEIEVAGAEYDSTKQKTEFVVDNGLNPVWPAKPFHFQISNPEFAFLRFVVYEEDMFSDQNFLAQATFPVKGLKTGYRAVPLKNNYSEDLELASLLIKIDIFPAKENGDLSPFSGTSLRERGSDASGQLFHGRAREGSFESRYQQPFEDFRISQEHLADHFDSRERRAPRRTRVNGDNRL
An asterisk follows results filed as active.

Screening CC1CC(NC(=O)c2ncn[nH]2)CC(C)(C)C1 (configuration not stated) returned LEDGF integ inh 2, Tn7 DDE FP -7, ADAM10 inh 8, KLK7 zymogen act -0.2, ARFGAP1 inh 2, DDE Tn6 FP inh 2, ASAP1 GAP inh -5, ADAM17 inh 1, TDP2 inh -8 and PLCg1 inh 3.
For COP(=O)(OC)c1nc(-c2cccc3ccccc23)oc1NCCc1ccccc1 the results were LEDGF integ inh -5, Tn7 DDE FP 1, ADAM10 inh inactive, KLK7 zymogen act -94, ARFGAP1 inh 0, DDE Tn6 FP inh 4, ASAP1 GAP inh -1, ADAM17 inh inactive, TDP2 inh -7 and PLCg1 inh inactive.
CCC(Sc1nc2cc3c(cc2c(=O)n1Cc1ccco1)OCO3)C(=O)Nc1cccc(OC)c1 (configuration not stated) was read as LEDGF integ inh 0, Tn7 DDE FP 3, ADAM10 inh 5, KLK7 zymogen act -0.2, ARFGAP1 inh -6, DDE Tn6 FP inh 2, ASAP1 GAP inh -2, ADAM17 inh 0, TDP2 inh 9 and PLCg1 inh 4.
Screening COc1ccc(C(=O)N/C(=C\c2cccc([N+](=O)[O-])c2)C(=O)Nc2cccc(C(=O)O)c2)cc1 returned LEDGF integ inh 1, Tn7 DDE FP 0, ADAM10 inh -5, KLK7 zymogen act 0.4, ARFGAP1 inh 0, DDE Tn6 FP inh 7, ASAP1 GAP inh 7, ADAM17 inh -4, TDP2 inh 12 and PLCg1 inh -3.
CCCN(CCC)c1ncnc2c1cnn2-c1ccc(OC)cc1 was read as LEDGF integ inh 1, Tn7 DDE FP 0, ADAM10 inh 0, KLK7 zymogen act -0.3, ARFGAP1 inh -12, DDE Tn6 FP inh 3, ASAP1 GAP inh 0, ADAM17 inh -2, TDP2 inh 0 and PLCg1 inh -8.
`CCCc1cc(-c2nc(N)ncc2-c2csc(C)n2)c(O)cc1OC` gave LEDGF integ inh 3, Tn7 DDE FP 3, ADAM10 inh 7, KLK7 zymogen act 0.1, ARFGAP1 inh -2, DDE Tn6 FP inh -1, ASAP1 GAP inh 2, ADAM17 inh 2, TDP2 inh 9 and PLCg1 inh -6.
Screening Cc1ccccc1NC(=O)COC(=O)CNC(=O)c1sc2ccccc2c1Cl returned LEDGF integ inh -1, Tn7 DDE FP -7, ADAM10 inh 4, KLK7 zymogen act 0.4, ARFGAP1 inh -6, DDE Tn6 FP inh 2, ASAP1 GAP inh 2, ADAM17 inh 1, TDP2 inh 8 and PLCg1 inh 2.
Screening COc1ccc(NC(=O)c2cc(C3CCCCN3C(=O)c3ccccc3)on2)c(C)c1 (configuration not stated) returned LEDGF integ inh -3, Tn7 DDE FP 0, ADAM10 inh -32, KLK7 zymogen act 0.2, ARFGAP1 inh 0, DDE Tn6 FP inh -2, ASAP1 GAP inh -2, ADAM17 inh -11, TDP2 inh 5 and PLCg1 inh -3.
O=C(C[C@H]1CC[C@H]2[C@@H](COC[C@@H](O)CN2Cc2cc(F)ccc2F)O1)NCc1ccc(Cl)cc1 was read as LEDGF integ inh -3, Tn7 DDE FP 2, ADAM10 inh -10, KLK7 zymogen act -0.3, ARFGAP1 inh -18, DDE Tn6 FP inh 1, ASAP1 GAP inh 1, ADAM17 inh -1, TDP2 inh -2 and PLCg1 inh -2.
Cc1ccc(C(=O)N/N=C/c2cccc(OC(=O)/C=C/c3ccco3)c2)cn1 was read as LEDGF integ inh 1, Tn7 DDE FP -1, ADAM10 inh -1, KLK7 zymogen act -0.3, ARFGAP1 inh -3, DDE Tn6 FP inh 1, ASAP1 GAP inh -6, ADAM17 inh -2, TDP2 inh -7 and PLCg1 inh 0.
For COc1cc(N)c(Cl)cc1C(=O)OCC(=O)NCC1CCCO1 (configuration not stated) the results were LEDGF integ inh 1, Tn7 DDE FP 1, ADAM10 inh 7, KLK7 zymogen act -0.1, ARFGAP1 inh -1, DDE Tn6 FP inh 7, ASAP1 GAP inh 17, ADAM17 inh 3, TDP2 inh -12 and PLCg1 inh 5.
Screening COC(=O)c1c(NC(=O)CC2Sc3ccc(C(F)(F)F)cc3NC2=O)sc(C)c1C (configuration not stated) returned LEDGF integ inh 2, Tn7 DDE FP 2, ADAM10 inh -9, KLK7 zymogen act 0.3, ARFGAP1 inh 0, DDE Tn6 FP inh 3, ASAP1 GAP inh 4, ADAM17 inh -3, TDP2 inh 2 and PLCg1 inh 0.
`C=CCN1C(=O)C(=Cc2ccc3c(c2)CCC3)SC1=S` gave LEDGF integ inh 2, Tn7 DDE FP 4, ADAM10 inh -6, KLK7 zymogen act -1.4, ARFGAP1 inh 17, DDE Tn6 FP inh -1, ASAP1 GAP inh 10, ADAM17 inh 1, TDP2 inh 6 and PLCg1 inh -1.
`CCOC(=O)C/C(C)=N/NC(=O)Nc1ccccc1` gave LEDGF integ inh -1, Tn7 DDE FP -4, ADAM10 inh -11, KLK7 zymogen act -0.1, ARFGAP1 inh 11, DDE Tn6 FP inh -8, ASAP1 GAP inh 6, ADAM17 inh 2, TDP2 inh 9 and PLCg1 inh 2.
For CN(C(=O)c1cccc(NC(=O)Cc2ccc(NC(=O)C3CCN(C(=O)c4ccccc4)CC3)cc2)c1)C1CC1 the results were LEDGF integ inh 1, Tn7 DDE FP -1, ADAM10 inh -7, KLK7 zymogen act -0.5, ARFGAP1 inh -10, DDE Tn6 FP inh -1, ASAP1 GAP inh 15, ADAM17 inh -3, TDP2 inh 1 and PLCg1 inh 2.
Screening COc1ccc(Cl)cc1NC(=O)CN(C)C(=O)Cn1c(=O)oc2ccccc21 returned LEDGF integ inh 6, Tn7 DDE FP -3, ADAM10 inh 1, KLK7 zymogen act 0.3, ARFGAP1 inh 7, DDE Tn6 FP inh 4, ASAP1 GAP inh 11, ADAM17 inh -3, TDP2 inh -2 and PLCg1 inh 1.
Screening O=C1c2cccc(Cl)c2C(=O)N1c1ccccn1 returned LEDGF integ inh 0, Tn7 DDE FP 7, ADAM10 inh -3, KLK7 zymogen act -0.4, ARFGAP1 inh 9, DDE Tn6 FP inh 4, ASAP1 GAP inh -13, ADAM17 inh -3, TDP2 inh 12 and PLCg1 inh 1.
For COc1ccc(OC)c(/C=N/NC(=O)CCc2n[nH]c(=O)[nH]c2=O)c1 the results were LEDGF integ inh -2, Tn7 DDE FP 2, ADAM10 inh inactive, KLK7 zymogen act -6.1, ARFGAP1 inh 4, DDE Tn6 FP inh -9, ASAP1 GAP inh -2, ADAM17 inh -302, TDP2 inh -3 and PLCg1 inh -226.
Screening Cc1cc2oc(=O)cc(CN3CCN(Cc4ccccc4)CC3)c2cc1O returned LEDGF integ inh 8, Tn7 DDE FP -2, ADAM10 inh -6, KLK7 zymogen act 0.5, ARFGAP1 inh -2, DDE Tn6 FP inh 1, ASAP1 GAP inh -4, ADAM17 inh 4, TDP2 inh -12 and PLCg1 inh -17.
O=C(COC(=O)CNC(=O)c1ccccc1)Nc1ccc(F)c([N+](=O)[O-])c1 was read as LEDGF integ inh 3, Tn7 DDE FP 1, ADAM10 inh -3, KLK7 zymogen act 0.0, ARFGAP1 inh 1, DDE Tn6 FP inh 2, ASAP1 GAP inh 5, ADAM17 inh 0, TDP2 inh -1 and PLCg1 inh 2.
O=C(O)CCc1nc(-c2ccc(Cl)cc2)no1 was read as LEDGF integ inh 3, Tn7 DDE FP -14, ADAM10 inh 7, KLK7 zymogen act -1.1, ARFGAP1 inh 10, DDE Tn6 FP inh 4, ASAP1 GAP inh 13, ADAM17 inh 3, TDP2 inh -11 and PLCg1 inh 9.
For COc1ccc(NC(=O)C2CCCN2S(=O)(=O)c2cccs2)c([N+](=O)[O-])c1 (configuration not stated) the results were LEDGF integ inh -1, Tn7 DDE FP -1, ADAM10 inh -5, KLK7 zymogen act -0.3, ARFGAP1 inh 7, DDE Tn6 FP inh 2, ASAP1 GAP inh -2, ADAM17 inh 0, TDP2 inh 4 and PLCg1 inh 5.
Screening COc1ccc(CCNC(=O)CN(c2ccc(OC)c(OC)c2)S(C)(=O)=O)cc1OC returned LEDGF integ inh -4, Tn7 DDE FP 0, ADAM10 inh -14, KLK7 zymogen act 0.2, ARFGAP1 inh 10, DDE Tn6 FP inh -7, ASAP1 GAP inh 0, ADAM17 inh -1, TDP2 inh -9 and PLCg1 inh 1.
For Cc1cccc(NC(=S)N(CCN(C)C)Cc2cc3cccc(C)c3[nH]c2=O)c1 the results were LEDGF integ inh 2, Tn7 DDE FP 10, ADAM10 inh -8, KLK7 zymogen act 0.3, ARFGAP1 inh 6, DDE Tn6 FP inh 0, ASAP1 GAP inh 3, ADAM17 inh -2, TDP2 inh 10 and PLCg1 inh -2.
CC(C)(C)SCCNS(=O)(=O)c1ccc(Cl)cc1 was read as LEDGF integ inh -1, Tn7 DDE FP -7, ADAM10 inh 4, KLK7 zymogen act -0.2, ARFGAP1 inh -4, DDE Tn6 FP inh -2, ASAP1 GAP inh -10, ADAM17 inh 2, TDP2 inh 6 and PLCg1 inh 0.
`Cc1ccc(C(=O)c2oc3ccccc3c2NC(=O)c2cc(-c3ccccc3O)n[nH]2)cc1` gave LEDGF integ inh 1, Tn7 DDE FP -4, ADAM10 inh -4, KLK7 zymogen act -0.9, ARFGAP1 inh 13, DDE Tn6 FP inh 6, ASAP1 GAP inh 11, ADAM17 inh 2, TDP2 inh -1 and PLCg1 inh -2.
